Screening data (PubChem BioAssay)
SENP8 block-1 – blocks human SENP8 cleavage of Nedd8 substrate; Q96LD8; AID 602440; inhibition, % at 20 µM; recombinant SENP8, Nedd8 substrate fluorescence; actives 0.64% (n = 360,000); in the data active means inhibition mostly above about 40%, no sharp cut-off; inactive means mostly below about 27%
Target sequence (Q96LD8 whole entry, looked up): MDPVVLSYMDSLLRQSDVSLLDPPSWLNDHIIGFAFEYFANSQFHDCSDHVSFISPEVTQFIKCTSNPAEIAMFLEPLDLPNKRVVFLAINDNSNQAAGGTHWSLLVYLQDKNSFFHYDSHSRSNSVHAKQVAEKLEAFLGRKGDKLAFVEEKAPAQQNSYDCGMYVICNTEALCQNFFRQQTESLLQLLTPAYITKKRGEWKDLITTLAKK
HKDC1 inhibitor – blocks human hexokinase HKDC1 activity. recombinant HKDC1, G6PDH/diaphorase resazurin coupled fluorescence. inhibition, % at 20 µM. actives 0.16% (n = 340,000);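 active means inhibition above about 35% when tested at 20 µM, limit read from the data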;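 further: plate controls were DMSO wells with enzyme for no effect and DMSO wells lacking enzyme for full effect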
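Assay system – recombinant HKDC1 (HK5) hexokinase enzyme, produced in-house · Input – HKDC1 at 5 µg/mL · Reagent – glucose plus 1 mM ATP as hexokinase substrates · Timing – 90 min reaction incubation at room temperature, dark · Measured by – G6PDH/diaphorase-coupled fluorescence, 1 mM NADP, 100 µM resazurin, 525/613 nm · Benchmarks – DMSO-enzyme wells negative, buffer-substituted wells positive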
SENP1 inh – blocks the human SENP1 SUMO protease catalytic domain | Q9P0U3 | AID 624204 | inhibition, % at 10 µM | actives 0.21% (n = 360,000) | recombinant SENP1 catalytic domain, CyPet-SUMO1-YPet FRET cleavage;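 active means inhibition at least 30% at 10 µM, raw YFP signal under a set limit, fluorescence ratio 0.5 to 1.5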;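 further: 0% = enzyme with DMSO and 100% = no enzyme wells; some results filed as inactive read as strong as hits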
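Test system: human SENP1 catalytic domain; medium: Tris pH 8 buffer plus EDTA, NaCl, BME, BSA, NP40, catalase; incubation: 50 min reaction at room temperature; technique: FRET, CFP and YFP emission; controls: no-enzyme low control and enzyme-plus-DMSO high control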
Apaf1 inhib – blocks human Apaf-1 apoptosome activity; reconstituted apoptosome caspase-3 activity, DEVD-Rh110 fluorescence; inhibition, % at 20 µM; actives 0.71% (n = 330,000); active means inhibition of at least 40% at 20 µM;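 further: plate controls were DMSO wells for no effect and DEVD-CHO caspase inhibitor wells for full effect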
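Material: reconstituted apoptosome with Apaf-1, cytochrome c, caspase-9, procaspase-3, dATP; medium: pH 7.5 Hepes buffer with CHAPS, BSA, DTT; also added: cytochrome c and DEVD-Rh110 substrate; timing: 30 min plus 50 min, RT; signal: Rh110 fluorescence intensity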
SENP7 inh – blocks the human protease SENP7; AID 434973; inhibition, % at 5 µM; recombinant SENP7, Z-RLRGG-aminoluciferin luminescence, 40 min; Q9BQF6; actives 1.5% (n = 330,000);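 active means inhibition above about 50% at the single test dose, limit read from the data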;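 further: plate controls were DMSO with enzyme for no effect and no enzyme buffer wells for full effect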
Target sequence (Q9BQF6 706-1050 limits assumed): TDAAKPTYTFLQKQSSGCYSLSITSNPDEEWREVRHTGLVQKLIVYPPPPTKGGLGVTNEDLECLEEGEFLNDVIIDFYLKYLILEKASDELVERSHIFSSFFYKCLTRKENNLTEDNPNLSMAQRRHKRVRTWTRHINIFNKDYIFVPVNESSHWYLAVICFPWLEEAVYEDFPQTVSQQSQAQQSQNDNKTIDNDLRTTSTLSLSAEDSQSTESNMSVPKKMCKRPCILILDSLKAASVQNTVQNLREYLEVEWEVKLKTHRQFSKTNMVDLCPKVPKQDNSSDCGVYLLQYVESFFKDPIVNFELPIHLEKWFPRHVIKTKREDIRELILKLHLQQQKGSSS
PfG6PD inh – PfG6PD (Plasmodium falciparum) enzyme inhibition; PfGluPho enzyme, NADPH resazurin-diaphorase fluorescence; inhibition, % at 20 µM; actives 0.78% (n = 350,000);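 active means inhibition reaching at least a set limit at 20 µM in the primary screen, cut at about 59% in these data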;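 further: 0% = DMSO wells with substrate and 100% = DMSO wells lacking glucose-6-phosphate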
NLRP3 yeast inh – NALP3 inhibition in yeast; Yeast reconstituted NLRP3/ASC/caspase-1, beta-gal luminescence, 24 h; actives 0.39% (n = 330,000); inhibition, % at 10 µM;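 active means inhibition of 50% or more; inactive means inhibition below 50%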;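 further: plate controls were induced DMSO wells for no effect and uninduced yeast grown without galactose for full effect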
SENP6 inh – inhibitors of human SENP6 protease. Q9GZR1. Recombinant SENP6 catalytic domain, aminoluciferin luminescence. inhibition, % at 10 µM. actives 1.8% (n = 330,000);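 active means inhibition above about 50% at the single tested dose, limit read from the data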;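 further: plate controls were DMSO wells with enzyme for no effect and DMSO wells lacking enzyme for full effect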
Target sequence (Q9GZR1 628-1112 limits assumed): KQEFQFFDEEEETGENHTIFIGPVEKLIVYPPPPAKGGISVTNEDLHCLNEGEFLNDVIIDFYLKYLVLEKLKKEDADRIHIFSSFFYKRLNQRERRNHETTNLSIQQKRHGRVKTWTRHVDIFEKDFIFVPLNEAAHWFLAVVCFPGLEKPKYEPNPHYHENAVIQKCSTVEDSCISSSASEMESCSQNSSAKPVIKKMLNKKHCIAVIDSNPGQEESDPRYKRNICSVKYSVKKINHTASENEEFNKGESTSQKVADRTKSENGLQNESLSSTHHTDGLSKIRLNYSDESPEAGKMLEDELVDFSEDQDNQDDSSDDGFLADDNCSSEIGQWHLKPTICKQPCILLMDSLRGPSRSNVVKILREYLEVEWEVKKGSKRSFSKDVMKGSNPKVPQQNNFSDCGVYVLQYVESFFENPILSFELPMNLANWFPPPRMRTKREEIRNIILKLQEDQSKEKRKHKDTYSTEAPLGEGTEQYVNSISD
SENP8 block-2 – blocks the human protease SENP8. Q96LD8. purified SENP8, Z-RLRGG-aminoluciferin cleavage, luminescence. inhibition, % at 10 µM. actives 1.2% (n = 330,000). AID 2540; in the data active means inhibition above about 50%
* = called active by the depositor; i = inactive; x = no result given.

SMILES	SENP8 block-1	HKDC1 inhibitor	SENP1 inh	Apaf1 inhib	SENP7 inh	PfG6PD inh	NLRP3 yeast inh	SENP6 inh	SENP8 block-2
CN(CCCN1CCOCC1)C(=O)c1cc(COc2cccc(C(F)(F)F)c2)on1	13	1	0	12	-8	3	5	-4	-17
CC(=O)N1CCN(CCN=CC2=C(O)CC(c3cccs3)CC2=O)CC1 (stereo not given)	23	-10	2	-2	0	-6	42	7	-1
COc1cc(/C=C/C(=O)OCC(=O)NCc2ccc(F)cc2)ccc1O	-444	0	-42	-3	4	8	8	4	0
Cc1cccc(OCC(O)CN2CCN(C3CCCCC3)CC2)c1 (stereo not given)	24	-1	0	-7	0	0	23	4	-3
COc1ccccc1NCC(O)COc1ccc(C(C)(C)C)cc1 (stereo not given)	16	3	3	22	-12	37	3	-2	-3
NC1=NS(=O)(=O)NC1c1cccc(Cl)c1 (stereo not given)	13	1	2	-2	5	-5	22	18	2
CN(C(=O)OC(C)(C)C)[C@H](Cc1ccccc1)C(=O)N[C@H]1CCCCNC1=O	15	-7	2	5	1	6	x	x	x
COC(=O)CNC(=O)CN1C(=O)N(c2ccccc2)C(N(O)C(=O)Nc2ccccc2)C1(C)C (stereo not given)	16	0	1	-16	0	0	18	-3	-5
COc1ccc(NC(=O)c2ccc(-n3nc(C)c[n+]3[O-])cc2)cc1	5	-5	0	-5	15	-4	20	-6	-3
CN(c1cccc(NC(=O)Nc2cccc(Cl)c2)c1)S(C)(=O)=O	-59	3	1	12	-9	11	1	7	-5
CCOC(=O)Nc1ccc(S(=O)(=O)Nn2cnnc2)cc1	7	14	2	-6	9	-2	15	0	7
COCCSc1ccccc1C(=O)N1CCN(Cc2ccc3c(c2)OCO3)CC1	-2	-8	1	1	0	19	7	-41	-2
O=C(NCC(c1cccs1)N1CCOCC1)c1cc(=O)[nH]c2ccccc12 (stereo not given)	-187	-1	-4	-1	-4	-9	5	0	-2
O=C(NC1CCCCC1)c1ccc(CNc2nc(=S)[nH]c3ccccc23)cc1	32	-5	1	2	7	-4	13	-16	-4
Cc1cccc(Nc2nc(N)nc(CN3CCN(Cc4ccc5c(c4)OCO5)CC3)n2)c1	20	-4	1	1	-3	5	2	-10	-1
O=C1NC(=O)/C(=C\c2ccc(Oc3cnccn3)cc2)S1	11	-5	-2	-6	13	-4	4	-8	22
COCc1c(N)c(C)nc(Cl)c1C#N	-271	4	0	30	9	1	0	2	-1
CCc1c(O)nc(SC2CC(=O)N(c3ccc(F)c(Cl)c3)C2=O)[nH]c1=O (stereo not given)	16	3	0	-20	-1	-6	18	10	1
C[C@H](CO)N1C[C@H](C)[C@@H](CN(C)S(=O)(=O)c2ccccc2)Oc2c(NC(=O)Nc3ccccc3)cccc2C1=O	-8	-2	0	7	9	17	9	-19	-4
CC(C)c1ccc(CNC(=O)C(=O)NCC2CCCO2)cc1 (stereo not given)	10	-9	1	-6	5	11	24	-4	2
CCOc1ccc2c(c1)-c1c(ssc1=S)C(C)(C)N2C(=O)c1ccco1	30	-4	2	20	-9	21	27	-32	-9
CC1CCN(C(=O)CCS(=O)(=O)c2cc3c(cc2Cl)NC(=O)CO3)CC1	19	0	1	0	-2	12	2	13	-5
CC12C=CC(=O)C=C1CCC1C2CCC2(C)C(C(=O)CO)CCC12 (stereo not given)	17	1	3	x	x	4	x	x	x
Cc1ccc(CONC(=O)c2ccc(OC(F)F)cc2)cc1	11	-7	4	13	-10	-2	1	-3	-13
CSc1nc(SCCN(C)C)c2c3c(sc2n1)COC(C)(C)C3	-2	4	2	-1	0	6	10	3	8
Cc1ccc(-n2ncc3c2CC(C)(C)CC3NC(=O)c2ccc[n+]([O-])c2)cc1 (stereo not given)	-9	-5	1	10	-6	-3	-3	4	12
O=C(O)C1CCN(S(=O)(=O)c2ccc(Oc3ccccc3)cc2)CC1	22	4	0	3	-4	-22	7	-38	-3
CC1CC(C)CN(C(=O)CNS(=O)(=O)c2cccs2)C1 (stereo not given)	12	-5	0	-3	2	-9	27	-10	2
Cc1ccc(S(=O)(=O)N2CCN(C(=O)COC(=O)COc3cccc(C(F)(F)F)c3)CC2)c(C)c1	11	2	3	14	5	12	12	-2	-4
COc1ccc(CCNc2cc(C)nc3c(-c4ccccc4OC)cnn23)cc1OC	-328	0	-2	8	6	25	15	3	-4

Some entries already given, limited to SENP8 block-1 and PfG6PD inh.
Structure	SENP8 block-1	PfG6PD inh
COCc1c(N)c(C)nc(Cl)c1C#N	-271	1
Cc1ccc(CONC(=O)c2ccc(OC(F)F)cc2)cc1	11	-2
O=C1NC(=O)/C(=C\c2ccc(Oc3cnccn3)cc2)S1	11	-4
CC(C)c1ccc(CNC(=O)C(=O)NCC2CCCO2)cc1 (stereo not given)	10	11
CSc1nc(SCCN(C)C)c2c3c(sc2n1)COC(C)(C)C3	-2	6

Grouped by structure: those above containing a tert-butyl group.
SMILES	SENP8 block-1	HKDC1 inhibitor	SENP1 inh	Apaf1 inhib	SENP7 inh	PfG6PD inh	NLRP3 yeast inh	SENP6 inh	SENP8 block-2
COc1ccccc1NCC(O)COc1ccc(C(C)(C)C)cc1 (stereo not given)	16	3	3	22	-12	37	3	-2	-3
CN(C(=O)OC(C)(C)C)[C@H](Cc1ccccc1)C(=O)N[C@H]1CCCCNC1=O	15	-7	2	5	1	6	x	x	x

(further entries)
SMILES	SENP8 block-1	HKDC1 inhibitor	SENP1 inh	Apaf1 inhib	SENP7 inh	PfG6PD inh	NLRP3 yeast inh	SENP6 inh	SENP8 block-2
Fc1ccc(Oc2cc(N3CCOCC3)nc(-c3ccccc3)n2)c(F)c1	-22	-3	2	5	3	16	20	2	-6
Cc1cc(/C=C(\C#N)C(=O)NC2CC2)c(C)[nH]1	-36	6	-1	-3	2	-3	6	-7	-15
CC(=O)c1ccccc1NC(=O)COC(=O)/C(=C/c1ccccc1)n1nnnc1C	-10	-6	-2	4	13	-3	33	-5	-6
Oc1ccc(Br)cc1/C=N/NC(=S)NCCc1ccccc1	-254	-22	-27	28	-12	-6	13	-19	16
CC(C)CN(CCCNC(=O)CN1N=C(c2ccc(Cl)cc2)CCC1=O)CC(C)C	23	-2	2	7	-11	-2	9	-15	-7
COC(=O)c1sccc1NC(=O)c1ccc(C)s1	-24	7	-2	16	-8	9	19	-53	-21
O=C1CCN1C1(C(=O)NC2CCCCC2)CCCC1	10	14	-2	-3	0	-8	6	3	0
Nc1cccc2c1C(=O)N(C(=O)c1ccco1)C2=O	-276	-6	-35	4	-6	7	3	-10	1
Cn1c(=O)c2c(ncn2CCNC2=NCCCCC2)n(C)c1=O	24	-5	3	-16	-2	0	8	1	0
CCOC(=O)C1CCCN(c2c(N3CCN(C)CC3)c(=O)c2=O)C1 (stereo not given)	11	-7	2	9	-2	10	8	-3	4
COCCCNC(=O)C[C@H]1C[C@H](C(=O)N2CCCCC2)[C@@]2(CCc3ccccc3)c3[nH]c4cc(-c5ccco5)ccc4c3CCN2C1=O	-378	4	-38	31	1	23	x	x	x
Cc1ccc(C(=O)OCC(=O)c2c[nH]c3ccccc23)cc1S(=O)(=O)N1CCCCC1	0	0	-1	-10	0	13	5	-14	-6
O=S(=O)(NCCc1cn2ccccc2n1)c1ccc2c(c1)CCCC2	-48	-1	-2	3	12	9	8	-19	-8
COc1ccc(OC)c(CCNC(=O)C2CCN(c3nnc(-n4cccc4)s3)CC2)c1	14	-1	-3	9	-4	-1	25	-6	8
Cc1ccccc1NS(=O)(=O)c1ccc(C(=O)N2CC(C)OC(C)C2)cc1 (stereo not given)	12	-1	0	3	-2	-12	0	-6	-10

Some values from the list.
O=C1CCN1C1(C(=O)NC2CCCCC2)CCCC1 @ PfG6PD inh: -8
Cc1ccc(C(=O)OCC(=O)c2c[nH]c3ccccc23)cc1S(=O)(=O)N1CCCCC1 @ SENP1 inh: -1

Next part:
SMILES	SENP8 block-1	HKDC1 inhibitor	SENP1 inh	Apaf1 inhib	SENP7 inh	PfG6PD inh	NLRP3 yeast inh	SENP6 inh	SENP8 block-2
O=C(Nc1ccc2c(c1)oc1ccccc12)c1ccncc1	6	0	-3	4	-5	-10	40	-26	-16
Cc1nc(N)c(C#N)c(-c2cccnc2)c1-c1ccccc1	-212	2	-1	-4	1	-8	3	1	3
CCN(CC)C(=O)Cn1cc(C(=O)C(=O)NCc2ccccn2)c2ccccc21	6	-8	-2	6	-4	-4	23	-2	-16
CC1CCN(c2ccc3nnc(CCC(=O)NCC(C)c4ccccc4)n3n2)CC1 (stereo not given)	-14	-3	2	0	3	-1	13	-13	-10
CN(CCc1cn[nH]c1)Cc1nc(Cc2ccccc2F)no1	7	-14	-1	1	5	-2	12	3	-1
O=C(Nc1cccc(C(=O)O)c1)/C(=C\c1ccc(F)cc1)NC(=O)c1ccco1	6	-4	0	-2	4	-4	3	-22	-3
Nc1c(S(=O)(=O)c2cccs2)c2nc3ccccc3nc2n1Cc1ccccc1	-273	7	-99	27	4	-3	-6	17	6
CN(C)c1ccc(C(=O)Nc2nnc(-c3ccc(Cl)cc3)o2)cc1	-122	-4	-1	11	4	-50	40	-2	-4
Cc1ccc(S(=O)(=O)Cn2nnnc2C(c2ccccc2)N2CCN(c3ncccn3)CC2)cc1 (stereo not given)	1	-1	2	20	-1	14	11	5	-7
O=C1Nc2ccc(F)cc2C12Nc1ccccc1-c1nnc(SCc3ccccc3F)nc1O2 (stereo not given)	0	16	5	2	-2	-13	7	23	16
CN(C)S(=O)(=O)c1cccc2nsnc12	3	1	1	-4	-10	-2	16	-13	-15
CCOc1ccc(-c2ccc(/C=C3/C(=N)N4C=CSC4=NC3=O)o2)c([N+](=O)[O-])c1	25	-6	18	x	x	-6	x	x	x
CCC(NS(=O)(=O)c1ccc(C)cc1)C(=O)N1CCN(c2ccccn2)CC1 (stereo not given)	-10	-3	3	1	0	12	3	4	-3
CCOC(=O)c1c(C)nc2sc(C(N)=O)c(N)c2c1-c1ccc(OC)cc1	-220	-12	16	7	8	-12	24	2	7
COc1ccc2c(c1)C(=O)N(c1ccc(C)cc1C)C(=O)C2	2	2	-22	6	-1	-4	15	19	-6
O=C(O)c1ccc(-c2nnn(Cc3ccccc3F)n2)cc1	19	-3	3	-8	9	-7	4	12	6
CCC(c1nnnn1Cc1ccc(OC)cc1)N1CCN(C(=O)c2ccco2)CC1 (stereo not given)	5	-2	0	2	6	2	2	-2	-6
Cc1c(C(=O)OCC(=O)NC2CC2)oc2ccc(Br)cc12	6	-3	-1	11	-1	2	11	-8	-10
COC(C[C@H]1O[C@@H]1[C@@H](O)[C@H](C)OCc1ccccc1)OC	14	-6	2	5	-5	1	3	1	1
Cc1ccc(-c2nc(CSCC(=O)N3CCCC3)c(C)o2)cc1	14	-2	1	2	26	-4	-7	1	0
NC(=O)c1ccsc1NC(=O)COC(=O)c1ccc(Cl)c(N)c1	i	5	-5	7	-1	14	15	12	7
COc1cccc(OC)c1NC(=O)C1CCCN1C(=O)NCc1ccccc1 (stereo not given)	21	-7	-1	4	-1	3	3	-2	6
COC(=O)[C@@H]1C[C@@]2(O)[C@@H](O)[C@@H](O)[C@@H](O)C[C@H]2N1Cc1ccc(C(F)(F)F)cc1	11	5	0	3	-7	-4	6	-16	-7
